LYP inhibition: inhibitors of LYP phosphatase, biochemical, fluorescence intensity, uHTS (AID 1779); actives 0.054% (n = 290,000); recombinant LYP phosphatase, fluorescence intensity; higher % means a stronger effect; inhibition, % at 11.5 µM, or IC50 in µM where a hit was titrated; Tyrosine-protein phosphatase non-receptor type 22 (Homo sapiens);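 further: plate controls were vehicle with enzyme for no effect and no enzyme for full effect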
Myeloid diff MLP: induction of myeloid progenitor differentiation, primary screen, cell-based, flow cytometry, MLPCN library | ER-HoxA9 myeloid progenitors, lysozyme-GFP differentiation | calls only at 10 µM | actives 1% (n = 360,000) | AID 624256, 2012;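 active means normalized GFP-positive differentiation at or above the plate's own cutoff, the solvent-only control mean plus 3 SD; inconclusive means no clear call, values can overlap the other calls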;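 further: cells exposed to compound for four days before flow analysis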
ER stress rescue: rescue of cells from ER stress-induced death, primary screen, 384-well, CSM14.1, thapsigargin, ATP luminescence (AID 1222) | CSM14.1 thapsigargin-induced death rescue, ATP luminescence; higher % means a stronger effect | cellular ATP content (survival), % at 20 µM, or EC50 in µM where a hit was titrated | 190,000 tested, under 10 active;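 active means EC50 below 50 µM in the dose-response confirmation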;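 further: death triggered by thapsigargin at about 15 µM added after 2 h compound pretreatment; cell ATP read after overnight thapsigargin exposure of roughly 18 to 22 hours; normalized against plate controls of thapsigargin alone and 5% DMSO vehicle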
XIAP antagonists: XIAP antagonists, biochemical, IAP family, fluorescence polarization (AID 1018). one-dose displacement, % at 20 µM; IC50 in µM for titrated hits. E3 ubiquitin-protein ligase XIAP (Homo sapiens). XIAP BIR domain, fluorescence polarization peptide displacement; higher % means a stronger effect. actives 0.007% (n = 200,000); in the data active means displacement above about 50%; further: a part of the inactive calls stands beside numbers as strong as those of hits
TNAP activation fold: human TNAP enzyme activators, primary screen, biochemical, luminescent, no phosphate acceptor, uHTS (AID 1001); purified TNAP, luminescent activation assay, no phosphate acceptor; higher activation fold means a stronger effect; one-dose activation fold at 20 µM; EC50 in µM for titrated hits; actives 0.03% (n = 200,000); in the data active means activation fold from about 3, or a potency from the dose series; inactive means the rest, 99 in 100 with activation fold below about 1.6; further: many of its hits are not listed in these tables
M1AAP inhibition: P. falciparum M1AAP inhibitors, biochemical, fluorogenic H-Leu-NHMec substrate, 1536-well (AID 1445); Aminopeptidase N (Plasmodium falciparum (isolate 3D7)); recombinant M1AAP, H-Leu-NHMec fluorogenic kinetic assay; higher % means a stronger effect; inhibition, % at 30 µM, or IC50 in µM where a hit was titrated; actives 0.42% (n = 220,000);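 active means primary inhibition above the hit cutoff, then over 50% inhibition at one or more dose response concentrations, cut at about 23% in these data, passing the limit was not always enough; inconclusive means conflicting primary data, or primary hits not chosen for dose response; inactive means low primary inhibition, or under 50% at every dose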;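 further: plate controls were DMSO full reaction for no effect and no enzyme background for full effect; strong numbers were not always called active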
human PMI inhibitors: human PMI inhibitors, high substrate, primary screen, biochemical, fluorescence intensity, high mannose 6-phosphate (AID 1220) | Mannose-6-phosphate isomerase (Homo sapiens) | recombinant PMI enzyme, coupled fluorescence intensity; higher % means a stronger effect | one-dose inhibition, % at 20 µM; IC50 in µM for titrated hits | actives 0.66% (n = 190,000)
M17LAP inhibition: P. falciparum M17LAP inhibitors, primary screen, biochemical, fluorogenic H-Leu-NHMec substrate, 1536-well (AID 1619); Leucine aminopeptidase (Plasmodium falciparum (isolate 3D7)); recombinant M17LAP, H-Leu-NHMec fluorogenic kinetic assay; higher % means a stronger effect; one-dose inhibition, % at 30 µM; IC50 in µM for titrated hits; actives 0.38% (n = 220,000);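 active means compound inhibiting the enzyme by more than half at any dose during confirmatory dose-response retesting; inconclusive means strong single-dose inhibitors picked by rank but not retested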;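 further: plate controls were full reaction with DMSO carrier for no effect and no enzyme background for full effect; strong numbers were not always called active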
PMI inhibitors: inhibitors of human PMI, primary screen, biochemical, fluorescence intensity, coupled assay (AID 1209). purified PMI enzyme, coupled fluorescence intensity; higher % means a stronger effect. actives 0.42% (n = 190,000). Mannose-6-phosphate isomerase (Homo sapiens). one-dose inhibition, % at 20 µM; IC50 in µM for titrated hits;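 further: plate controls were DMSO vehicle for no effect and wells lacking substrate for full effect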
Myeloid diff MLP GFP+ MAC1+ %: recorded beside Myeloid diff MLP, whose call it bears; GFP+ MAC1+ double positive, %; measured here: differentiation confirmed by MAC1 staining
The depositor's hits bear a star; i = inactive; ? = inconclusive; . = not tested or not shown. Unless noted, no stated cut-off is given here; in the data, active means inhibition above about 50%; inactive means the rest.

cpd	Compound	LYP inhibition	Myeloid diff MLP	Myeloid diff MLP GFP+ MAC1+ %	ER stress rescue	XIAP antagonists
1	CCC(C)c1ccc(O)c(NC(=O)c2ncn[nH]2)c1 (stereo not drawn)	-1%	i	1.3	.	-3.8%
2	COC(=O)c1ccc(NC(=O)C2CC(=O)N(c3cc(C)ccc3C)C2)cc1 (stereo not drawn)	4%	i	0.7	-0.4%	-15%
3	CCN(CC)c1ccc(/C=C(\C#N)C(=O)NCc2ccco2)cc1	1%	.	.	1.7%	-8.8%
4	COc1ccccc1CNC(=O)Cn1cc2c(n1)CCCC2	-3%	i	1.7	.	-0.6%
5	Oc1ccc(Nc2nc3ccccc3nc2Nc2ccc(O)cc2)cc1	-6%	?	.	-2.2%	2.3%
6	COc1ccc(CC(=O)N/N=C/c2ccc(-c3cccc(C(=O)O)c3)o2)cc1OC	1%	i	0.5	.	.
7	Cc1occc1C(=O)N/N=C/C=C/c1ccccc1[N+](=O)[O-]	-6%	i	0.5	1.1%	-5.6%
8	COc1ccc(COc2ccsc2C(=O)Nc2ccc(Cl)c(Cl)c2)cc1	-1%	i	1.9	-0.5%	-4.4%
9	Cc1ccc(NC(=O)c2ccc(-n3cncn3)c([N+](=O)[O-])c2)cc1	0%	i	0.8	-1.7%	-3.6%
10	O=C(NCc1ccncc1)c1cccc(Cn2cc(Br)cn2)c1	-4%	i	0.7	-0.3%	-11%
11	COc1ccc(CC(=O)Nc2ccc(-c3noc(-c4ccccc4OC)n3)cc2)cc1	-2%	i	2.1	-0.3%	-11%
12	CCc1ccccc1Nc1nc(N)nc(CSCC(=O)Nc2ccc(C)c(C)c2)n1	-6%	i	0.1	11%	-3.1%

cpd	TNAP activation fold	M1AAP inhibition	human PMI inhibitors	M17LAP inhibition	PMI inhibitors
1	1.9	0%	5%	18%	4%
2	1	8%	19%	-1%	17%
3	0.9	6%	8%	20%	12%
4	1.1	-3%	6%	-6%	4%
5	0.8	9%	-64%	8%	-26%
6	.	11%	.	42%	.
7	1	11%	6%	1%	1%
8	1.1	1%	6%	4%	9%
9	1	-4%	5%	0%	1%
10	1.1	4%	-17%	-8%	-11%
11	1.1	-9%	-2%	-13%	-3%
12	1.1	7%	2%	-1%	4%

The results go on.
cpd	Compound	LYP inhibition	Myeloid diff MLP	Myeloid diff MLP GFP+ MAC1+ %	ER stress rescue	XIAP antagonists
13	Cc1cc(C)c(NC(=S)N(Cc2cccnc2)Cc2ccco2)c(C)c1	-2%	i	0.6	-2.9%	-2.5%
14	C/C(=N\n1cnnc1)c1ccc(C#N)cc1	-5%	i	0.5	-0.3%	-6.0%
15	CCCn1c(=O)c2c(c3ccccc31)OC(C)C(=O)N2 (stereo not drawn)	6%	i	0.7	.	-4.8%
16	O=c1cc(-c2cccs2)oc2ccc(Cl)cc12	-10%	i	3.2	-3.3%	-4.4%
17	COc1ccc(C/C(C)=N/NC(=O)c2ccc(C)cc2C)cc1	0%	i	0.4	-1.5%	-3.4%
18	Cc1cc(NC(=O)c2cc(C)on2)n(-c2ccccc2)n1	-4%	i	0.7	-4.3%	-2.0%
19	O=C(N/N=C/C(Br)=C\c1ccccc1)c1ccc2nc[nH]c2c1	-1%	i	1.3	-3.0%	-6.5%
20	Cc1ccc(S(=O)(=O)N(C)C)cc1NC(=O)COC(=O)c1n[nH]c(=O)c2ccccc12	1%	i	0.2	-1.1%	-3.3%
21	N#C/C(Cn1c[n+](NC(=O)Nc2ccccc2)cn1)=N/O	-10%	i	0.7	-0.6%	-7.7%
22	C1=C(c2ccccc2)Nc2ccccc2N=C1c1ccccc1	2%	i	0.2	-0.6%	-7.1%
23	Cc1ccc(OCC(=O)N(c2ccccn2)C2CCCCC2)c(C)c1	1%	i	0.3	0.3%	-7.0%
24	N#C/C(=C\c1cc([N+](=O)[O-])c(N2CCOCC2)cc1N1CCOCC1)c1nc2ccccc2[nH]1	-3%	i	2.6	1.4%	-11%

cpd	TNAP activation fold	M1AAP inhibition	human PMI inhibitors	M17LAP inhibition	PMI inhibitors
13	1.1	-1%	1%	-6%	12%
14	1	1%	10%	6%	8%
15	0.9	6%	-8%	5%	-2%
16	1.1	2%	11%	-2%	13%
17	1.2	-2%	-14%	15%	-12%
18	1.1	-1%	-6%	10%	1%
19	1.1	-3%	-2%	5%	-8%
20	1.1	1%	-8%	-4%	-12%
21	1.1	-1%	-1%	1%	4%
22	1.1	-7%	3%	-21%	5%
23	1.1	0%	10%	-2%	14%
24	0.9	7%	26%	1%	19%

The results go on:
cpd	Compound	LYP inhibition	Myeloid diff MLP	Myeloid diff MLP GFP+ MAC1+ %	ER stress rescue	XIAP antagonists
25	Nc1ccc(Cl)c[n+]1Cc1cccc2cccnc12	-6%	i	1.0	.	.
26	NC(=O)c1nn(-c2ccccc2)nc1NC(=O)CN1CCCCC1	-6%	i	0.9	-0.7%	-1.0%
27	CCn1c(=O)n(CC(=O)NCc2ccco2)c(=O)c2ccccc21	-6%	i	1.0	-1.1%	-1.3%
28	COc1ccc(S(=O)(=O)N2CCCCCC2)cc1C(=O)OCC(=O)NC(N)=O	-6%	i	0.7	-2.3%	-5.8%
29	CCNc1cc2oc(=O)c(CN3CCOCC3)c(C)c2cc1C	-54%	i	0.6	-0.9%	-0.2%
30	Cc1cc(-c2ccco2)n(CC(=O)NCc2ccco2)n1	-4%	i	1.8	-0.6%	-4.8%
31	O=C(Nc1ccc(S(=O)(=O)NCC2CCCO2)cc1)c1ccc(Cl)cc1[N+](=O)[O-] (stereo not drawn)	-4%	i	0.0	-0.9%	-11%
32	CC(=O)c1ccc(N2CCN(C(=S)Nc3ccccc3)CC2)cc1	2%	i	0.5	-0.2%	-11%
33	CCCCc1ccc(CC(=O)O)cc1	-8%	i	0.4	-2.2%	-3.8%
34	COc1ccc(C(C(=O)OC(C)CN(C)C)c2ccccc2)cc1 (stereo not drawn)	-8%	i	0.5	-0.4%	-21%
35	CCN(CC)CCN1C(=O)C(=O)/C(=C(/O)c2ccccc2)C1c1ccccc1F (stereo not drawn)	-8%	i	0.7	-1.0%	-1.5%
36	O=C(Nc1cnn(Cc2ccc(F)cc2)c1)c1cc(-c2ccco2)on1	-6%	i	0.2	0.7%	-11%

cpd	TNAP activation fold	M1AAP inhibition	human PMI inhibitors	M17LAP inhibition	PMI inhibitors
25	.	-3%	.	4%	.
26	1.1	1%	-6%	0%	-6%
27	1.1	4%	10%	8%	7%
28	1.1	3%	-5%	-7%	-14%
29	1.2	32µM*	18%	i	4%
30	1	4%	-4%	3%	-9%
31	1.1	-1%	0%	1%	2%
32	0.9	11%	9%	0%	7%
33	1.1	11%	1%	13%	1%
34	1.1	4%	-2%	7%	10%
35	1.1	9%	0%	29%	3%
36	1.1	1%	1%	-1%	-15%

The list goes on:
cpd	Compound	LYP inhibition	Myeloid diff MLP	Myeloid diff MLP GFP+ MAC1+ %	ER stress rescue	XIAP antagonists
37	CCOC(=O)C(C)/C(C)=N/NC(=O)c1cc2ccccc2cc1O (stereo not drawn)	2%	i	0.4	-3.1%	-2.3%
38	CCC(C(=O)NC(C)(C)C)N(C(=O)Cn1nnc(-c2ccccc2F)n1)c1cnc2ccccc2c1 (stereo not drawn)	-8%	i	0.3	-0.8%	-1.6%
39	CC12COC3(C(=O)Nc4cccnc4)CC1CCC32C (stereo not drawn)	-6%	i	0.2	-0.1%	-2.9%
40	Cc1nc(Cl)sc1C(=O)Nc1ccc(Cl)cc1	-5%	i	0.2	-2.1%	-3.6%
41	COc1ccc2c(Cl)c(C(=O)N/N=C/c3c(C)[nH]c4ccccc34)sc2c1	7%	i	1.0	-1.0%	-5.4%
42	COc1ccc(C(=O)COc2nc(C)cc(C)c2C#N)cc1	-2%	i	1.0	-0.9%	-8.1%
43	O=C(Nc1nncs1)c1ccc(Br)c(S(=O)(=O)N2CCCC2)c1	4%	i	0.7	-0.1%	-12%
44	COc1cc(/C=N/N2C(=O)C3C4C=CC(CC4)C3C2=O)ccc1O (stereo not drawn)	-5%	i	0.2	-4.0%	-5.6%
45	Cc1cccc(/C=C2/SC(=O)N(Cc3ccccc3Cl)C2=O)n1	-1%	i	1.0	-1.2%	-5.3%
46	COc1ccc(S(=O)(=O)N(CC(=O)Nc2ccc3c(c2)OCO3)c2ccccc2OC)cc1	3%	.	.	-0.6%	-0.9%
47	CCCCNC(=O)CC(NS(=O)(=O)c1ccc(C)cc1)c1ccco1 (stereo not drawn)	-5%	i	1.6	0.8%	-1.2%

cpd	TNAP activation fold	M1AAP inhibition	human PMI inhibitors	M17LAP inhibition	PMI inhibitors
37	1.1	18%	15%	11%	38%
38	1	5%	-4%	-1%	-4%
39	1.1	10%	0%	5%	-1%
40	1	0%	-6%	6%	-6%
41	1.1	6%	16%	3%	16%
42	1	0%	-1%	-18%	-4%
43	1.1	1%	4%	-3%	8%
44	0.9	11%	-3%	18%	-7%
45	1.1	1%	-7%	-1%	-7%
46	1	7%	17%	6%	7%
47	1.1	-1%	-2%	-9%	-3%

Entries listed so far with a Cl atom:
cpd	Compound	LYP inhibition	Myeloid diff MLP	Myeloid diff MLP GFP+ MAC1+ %	ER stress rescue	XIAP antagonists
8	COc1ccc(COc2ccsc2C(=O)Nc2ccc(Cl)c(Cl)c2)cc1	-1%	i	1.9	-0.5%	-4.4%
16	O=c1cc(-c2cccs2)oc2ccc(Cl)cc12	-10%	i	3.2	-3.3%	-4.4%
25	Nc1ccc(Cl)c[n+]1Cc1cccc2cccnc12	-6%	i	1.0	.	.
31	O=C(Nc1ccc(S(=O)(=O)NCC2CCCO2)cc1)c1ccc(Cl)cc1[N+](=O)[O-] (stereo not drawn)	-4%	i	0.0	-0.9%	-11%
40	Cc1nc(Cl)sc1C(=O)Nc1ccc(Cl)cc1	-5%	i	0.2	-2.1%	-3.6%
41	COc1ccc2c(Cl)c(C(=O)N/N=C/c3c(C)[nH]c4ccccc34)sc2c1	7%	i	1.0	-1.0%	-5.4%
45	Cc1cccc(/C=C2/SC(=O)N(Cc3ccccc3Cl)C2=O)n1	-1%	i	1.0	-1.2%	-5.3%

cpd	TNAP activation fold	M1AAP inhibition	human PMI inhibitors	M17LAP inhibition	PMI inhibitors
8	1.1	1%	6%	4%	9%
16	1.1	2%	11%	-2%	13%
25	.	-3%	.	4%	.
31	1.1	-1%	0%	1%	2%
40	1	0%	-6%	6%	-6%
41	1.1	6%	16%	3%	16%
45	1.1	1%	-7%	-1%	-7%

Compound activity: PubChem, several laboratories
